Screening data from PubChem.
Rin1 Abl inh: blocks binding of human Rin1 to Abl. P00519+Q13671. TR-FRET Rin1/Abl binding, biochemical. inhibition, % at 7.35 µM. 0.4% of 360,000 active. AID 588664; in the data active = inhibition above about 5%, passing the limit was not always enough
PABP1 MLLE inh: blocks PAM2 peptide binding to the PABP1 MLLE domain; inhibition, % at 20 µM; GST-MLLE / FITC-PAM2 fluorescence polarization; P11940; 0.36% of 360,000 active; in the data active = inhibition above about 35%, passing the limit was not always enough;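 also: plate controls were DMSO wells with GST-MLLE for no effect and wells lacking GST-MLLE protein for full effect; some results filed as inactive read as strong as hits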
Rpn11 inh: Rpn11 (human) deubiquitinase inhibition. AID 588493. O00487. 0.59% of 360,000 active. calls only at 20 µM. human 26S proteasome, Ub4-pepOG fluorescence polarization; 20S core pre-blocked with epoxomicin;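 active = inhibition at 20 µM, scaled to each plate's controls, above about 33%, limit read from the data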
Target sequence (O00487 whole entry, looked up): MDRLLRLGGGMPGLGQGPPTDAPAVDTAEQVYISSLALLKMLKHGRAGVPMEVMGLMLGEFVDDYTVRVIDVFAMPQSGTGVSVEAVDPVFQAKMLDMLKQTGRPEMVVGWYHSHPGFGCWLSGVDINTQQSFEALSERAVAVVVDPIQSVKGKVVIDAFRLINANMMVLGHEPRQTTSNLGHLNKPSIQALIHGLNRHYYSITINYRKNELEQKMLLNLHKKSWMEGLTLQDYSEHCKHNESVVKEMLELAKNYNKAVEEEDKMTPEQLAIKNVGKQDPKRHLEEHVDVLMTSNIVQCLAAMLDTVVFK
FAS-TE inh: blocks the thioesterase domain of human fatty acid synthase. P49327. recombinant FAS-TE, OMFH fluorogenic substrate, fluorescence endpoint. inhibition, % at 15 µM. 0.67% of 360,000 active;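 active = compounds whose normalised, plate-corrected inhibition of enzyme fluorescence in the single-dose primary screen is 50% or more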;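 also: 0% = DMSO with enzyme and 100% = substrate without enzyme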
CSN deneddyl inh: blocks human CSN-mediated cullin deneddylation | Q92905 | Purified CSN, SCF-Nedd8-OG deneddylation, fluorescence polarization | inhibition, % at 12.5 µM | 0.38% of 360,000 active | AID 651999;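 active = pattern-corrected inhibition above about 35%, with an unprinted fluorescence ratio check between 0.5 and 1.5, limit read from the data, passing the limit was not always enough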;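 also: 0% = enzyme with substrate and 100% = substrate without enzyme; some results filed as inactive read as strong as hits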
Target sequence (Q92905 whole entry, looked up, one chain of several): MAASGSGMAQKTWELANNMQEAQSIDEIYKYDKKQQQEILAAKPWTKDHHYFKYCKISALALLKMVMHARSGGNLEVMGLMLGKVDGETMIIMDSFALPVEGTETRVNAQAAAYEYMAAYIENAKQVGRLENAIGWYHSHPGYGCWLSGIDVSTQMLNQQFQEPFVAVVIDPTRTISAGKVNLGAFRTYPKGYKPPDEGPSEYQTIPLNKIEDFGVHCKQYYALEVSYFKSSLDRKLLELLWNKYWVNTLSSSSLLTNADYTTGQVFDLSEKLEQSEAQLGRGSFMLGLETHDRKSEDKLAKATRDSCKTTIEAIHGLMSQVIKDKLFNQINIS
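assay system = purified human Csn5 enzyme expressed in HEK293T cells | amount = 0.24 nM enzyme | buffer or medium = Tris/NaCl/DTT buffer, pH 7.5 | reagent = 10 nM SCFSkp2-Nedd8OG | compound = one concentration, 12.5 µM, 0.25% DMSO | times = 90 min reaction at room temperature | signal = FP | read-out basis = % inhibition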
E coli Lon inh: E. coli protease La inhibition. inhibition, % at 7.94 µM. AID 602123. purified E. coli Lon protease, fluorescence polarization. 0.42% of 360,000 active. P0A9M0; in the data active = inhibition above about 13%, passing the limit was not always enough;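 also: 0% = enzyme with probe and DMSO and 100% = no enzyme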
bovine MsrA act: activates bovine MsrA enzyme; purified bovine MsrA, absorbance read-out; AID 602163; activation, % at 10.6 µM; 0.3% of 360,000 active; in the data active = activation above about 7.5%;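 also: 0% = vehicle and 100% = reference activator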
MT1-MMP act inh: MT1-MMP (human) activation inhibition | P50281 | HT1080 RFP-PRO-GFP cells, GFP/RFP ratio fluorescence, overnight; percent of plate control window, DMSO zero | GFP/RFP ratio change, % at 20 µM | 0.061% of 360,000 active;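 active = GFP/RFP ratio change of at least 30% with cell ATP level not reduced by more than half and red fluorescence within 50% of control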; also: strong numbers were not always called active
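system = RFP-PRO-GFP reporter HT1080 cells | dosing = 20 µM single dose, 1% DMSO | timing = overnight cell settling, then overnight compound exposure, 37 °C, 5% CO2 | read-out basis = GFP/RFP fluorescence ratio | controls = DMSO and RFP-L50D-GFP cell wells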
MsrA inhibitor: bovine MsrA inhibition | inhibition, % at 15.5 µM | 0.75% of 360,000 active | AID 651718 | purified bovine MsrA, absorbance read-out; in the data active = inhibition above about 4.5%;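 also: 0% = vehicle wells with enzyme and 100% = reference inhibitor wells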
Starred values were filed as active, the others as inactive; i = inactive; . = no result given; + = active, no number. Outcome played no part in choosing rows; overall some 3.7% were active at least once.

Start of the data: the first two records as a preview:
Key to letters – A = Rin1 Abl inh; B = PABP1 MLLE inh; C = Rpn11 inh; D = FAS-TE inh; E = CSN deneddyl inh; F = E coli Lon inh; G = bovine MsrA act; H = MT1-MMP act inh; I = MsrA inhibitor
Cc1ccc(C(=O)NN2C(=O)C3C(C2=O)C2C=CC3C23CC3)cc1 (configuration not stated)
  A: 3	B: 8	C: i	D: -7	E: 1	F: 6	G: -7	H: -1	I: -0.7

c1ccc(-c2nnnn2-c2ccccc2)cc1
  A: 2	B: 13	C: i	D: -2	E: 5	F: -9	G: -2	H: -3	I: 1.7

All compounds of this part (from the top)
Key to letters – A = Rin1 Abl inh; B = PABP1 MLLE inh; C = Rpn11 inh; D = FAS-TE inh; E = CSN deneddyl inh; F = E coli Lon inh; G = bovine MsrA act; H = MT1-MMP act inh; I = MsrA inhibitor
Cc1ccc(C(=O)NN2C(=O)C3C(C2=O)C2C=CC3C23CC3)cc1 (configuration not stated)
  A: 3	B: 8	C: i	D: -7	E: 1	F: 6	G: -7	H: -1	I: -0.7

c1ccc(-c2nnnn2-c2ccccc2)cc1
  A: 2	B: 13	C: i	D: -2	E: 5	F: -9	G: -2	H: -3	I: 1.7

c1ccc2c(c1)ccc1[nH]c3c(c12)CCCC3
  A: 2	B: -4	C: i	D: 24	E: 3	F: -1	G: -9	H: 4	I: 1.6

OC(CNC1Cc2ccccc2C1)c1ccccc1 (configuration not stated)
  A: 1	B: 2	C: i	D: -4	E: 3	F: 5	G: -5	H: 3	I: .

CCOC(=O)N1CCN(CCC(=O)Nc2ccc(OC)cc2OC)CC1
  A: 4	B: 12	C: i	D: -6	E: 1	F: 1	G: -7	H: -4	I: 0.1

O=c1[nH][nH]c2c1[C@H](c1ccc(F)cc1)O[C@H](CCC(F)(F)F)C2
  A: .	B: .	C: .	D: -12	E: 2	F: -4	G: -9	H: 1	I: 1.5

COc1ccc(NC(=O)c2cc(C3CC3)on2)c(OC)c1
  A: -1	B: -1	C: i	D: -3	E: -3	F: 3	G: -1	H: -2	I: -0.4

Cc1[nH]n(-c2ccccc2)c(=O)c1/C=N/O
  A: 2	B: -14	C: i	D: -16	E: -1	F: 0	G: -2	H: 7	I: 2.1

O=C(Nc1cccnc1)c1cc(-c2ccc(Br)cc2)nc2ccccc12
  A: -3	B: -1	C: i	D: 22	E: 1	F: 6	G: -4	H: 0	I: 2.5

O=C(CCNC(=O)c1ccc(Br)cc1)Nc1ncccc1O
  A: 5	B: 11	C: i	D: -5	E: 0	F: 2	G: -3	H: -1	I: 0.2

COc1ccc(NC(=O)CSc2nc3ccncc3[nH]2)c(OC)c1
  A: -2	B: -17	C: i	D: -9	E: 2	F: 0	G: -2	H: 1	I: -0.3

CC(C)(CO)Nc1nc(N2CCCC2)nc(N2CCCC2)n1
  A: 2	B: -2	C: i	D: -4	E: 4	F: 10	G: -1	H: 1	I: 1.5

CCCCn1c(SCC(=O)NCc2ccco2)nc2ccccc2c1=O
  A: 0	B: -47	C: i	D: -2	E: 5	F: -4	G: -1	H: 2	I: -0.4

Cn1cc(CN2CCC(n3nccc3NC(=O)CCc3ccccc3)CC2)cn1
  A: -4	B: 4	C: i	D: -5	E: -1	F: 11	G: -3	H: -2	I: -1.4

CC(C)(C)c1cc(C2=CSC3=NCCN23)cc(C(C)(C)C)c1O
  A: -1	B: -83	C: i	D: -125	E: -1	F: -6	G: -3	H: 5	I: .

COc1ccc(CCN2CC(C(=O)N(C)CC(=O)Nc3cccc(F)c3)CC2=O)cc1OC (configuration not stated)
  A: -1	B: -2	C: i	D: -5	E: 1	F: -8	G: -3	H: -4	I: 1.0

CCCCN(C(=O)c1ccc(N2C(=O)c3ccccc3C2=O)cc1)c1c(N)n(CC(C)C)c(=O)[nH]c1=O
  A: 3	B: 0	C: i	D: -15	E: 4	F: 0	G: -3	H: -2	I: 0.3

CC(C)CC(=O)Nc1ccc(S(=O)(=O)Nc2nccs2)cc1
  A: 4	B: -4	C: i	D: -3	E: -1	F: -16	G: -4	H: 3	I: 1.9

O=C(OCc1nc2ccccc2[n+]([O-])c1C(=O)c1ccccc1)c1ccco1
  A: -1	B: -11	C: i	D: 4	E: -3	F: 8	G: -4	H: -3	I: 0.9

Clc1cccc(CNCCCSc2ncccn2)c1
  A: 1	B: 7	C: i	D: -6	E: 2	F: 4	G: 0	H: -4	I: 1.2

CC12CCC(C3NC(=S)NN=C31)C2(C)C (configuration not stated)
  A: -2	B: -86	C: i	D: -4	E: 0	F: -15	G: -3	H: -1	I: 0.0

O=C(Nc1cccc(N=Cc2cc(Cl)cc(Br)c2O)c1)c1ccco1
  A: 2	B: 1	C: i	D: -1	E: 13	F: -22	G: -4	H: -3	I: -1.0

CC(C)c1csc(CN2CCN(CCc3ccccc3)C(CCO)C2)n1 (configuration not stated)
  A: 0	B: -8	C: i	D: -8	E: 1	F: -2	G: 0	H: -2	I: 2.4

CCC(C)(C)NC(=O)C(OC(=O)c1ccco1)c1ccc(OC)cc1 (configuration not stated)
  A: 0	B: 3	C: i	D: 0	E: -4	F: 4	G: -3	H: 0	I: -0.4

O=C(Nc1cccc2ncccc12)c1cccc(F)c1
  A: -1	B: -2	C: i	D: -7	E: 3	F: -5	G: -1	H: 2	I: 0.1

O=C(O)CCn1c(C(=O)O)cc2sccc21
  A: 4	B: 22	C: i	D: -14	E: -4	F: -5	G: -12	H: -4	I: 1.8

c1ccc(-n2nnc(-c3cccnc3)n2)cc1
  A: 2	B: 3	C: i	D: -2	E: 4	F: -7	G: -3	H: 2	I: 0.8

C=CCNC(=S)N1CCN(c2ccccc2Cl)CC1
  A: 2	B: -111	C: i	D: 1	E: -2	F: -8	G: -1	H: 1	I: -0.5

CN(C)CCN1CCN(C2CN(CCc3ccccc3)S(=O)(=O)C2)CC1 (configuration not stated)
  A: 2	B: 12	C: i	D: -15	E: -3	F: 13	G: -5	H: 1	I: -0.9

Cc1ccc(-c2ccc(=O)n(CC(=O)NCCN3CCCCC3C)n2)cc1 (configuration not stated)
  A: -3	B: -10	C: i	D: -8	E: 3	F: 0	G: -1	H: -6	I: 0.4

O=C(Cc1ccccc1)NCC(=O)N/N=C/c1ccc([N+](=O)[O-])s1
  A: 2	B: 5	C: i	D: -2	E: 31	F: 0	G: 2	H: -3	I: 4.5

O=C(CCCCCN1C(=O)[C@@H]2Cc3ccccc3CN2C1=O)N[C@@H](Cc1ccc(O)cc1)C(=O)O
  A: -5	B: -2	C: i	D: -4	E: -2	F: -10	G: -2	H: 1	I: -0.7

NS(=O)(=O)c1cccc(NC(=O)CSc2nnc(C3CC3)n2C2CC2)c1
  A: 2	B: 7	C: i	D: -9	E: -1	F: -5	G: 0	H: 6	I: 0.6

CSc1ccccc1NC(=S)N/N=C/c1cccn1Cc1ccc(F)cc1
  A: -6	B: 25	C: i	D: 22	E: 1	F: -1	G: 0	H: -8	I: 0.5

COc1ccc(-c2ccc3c(c2)S(=O)(=O)c2cccc(C(=O)NC4CCCCC4)c2C3=O)cc1OC
  A: 0	B: -27	C: .	D: -27	E: 9	F: -9	G: -2	H: -4	I: .

O=C(CNC(=S)NC(=O)c1ccccc1Br)c1ccccc1
  A: 4	B: 1	C: i	D: -11	E: 0	F: 5	G: -14	H: 5	I: -1.9

Brc1ccc(-c2nnc3ccc(N4CCN(c5ccccc5)CC4)nn23)cc1
  A: 3	B: -8	C: +	D: 4	E: 6	F: 10	G: 1	H: 0	I: .

CC(=O)NC(CCS(C)(=O)=O)C(=O)Nc1cccc(C)c1 (configuration not stated)
  A: 1	B: 3	C: i	D: -3	E: -1	F: -7	G: -2	H: 0	I: -0.7

O=C1CC(C(=O)O)(c2ccccc2)c2cccc(F)c21 (configuration not stated)
  A: 5	B: 8	C: i	D: -3	E: -2	F: -15	G: -3	H: -4	I: -0.8

COc1cc(/C=C2/SC(=O)NC2=O)ccc1OCc1ccccc1
  A: 0	B: -15	C: i	D: 7	E: 0	F: 0	G: -15	H: 15	I: 3.8

COc1ccc(S(=O)(=O)N(C)C[C@H]2Oc3ccc(NC(=O)Nc4ccccc4)cc3C(=O)N([C@H](C)CO)C[C@@H]2C)cc1
  A: 4	B: -12	C: i	D: 0	E: 3	F: 9	G: -2	H: -7	I: -0.9

COc1ccc(N2C(=O)C3C4C=CC(c5ccccc5)(C3C2=O)C2C(=O)N(c3ccc(OC)cc3)C(=O)C42)cc1 (configuration not stated)
  A: 0	B: 10	C: i	D: -2	E: 1	F: -2	G: -10	H: 1	I: -1.1

CCC(C)Nc1nc(CN2CCOCC2)nc2sc3c(c12)CCC3 (configuration not stated)
  A: 2	B: -12	C: i	D: -6	E: 8	F: 3	G: -1	H: 2	I: 0.1

COc1ccc(-c2c(C(F)(F)F)nn(C)c2NC(C)=O)cc1
  A: 3	B: 9	C: i	D: -4	E: -1	F: 5	G: -3	H: 2	I: -0.4

COc1cc(C=C(C#N)c2ccc([N+](=O)[O-])cc2)ccc1O
  A: 0	B: -25	C: i	D: -1	E: 6	F: -27	G: -2	H: 27	I: 0.8

CCOc1ccc(-c2nnc(N(CC)C(=O)C3CCC3)s2)cc1
  A: -1	B: 21	C: i	D: 21	E: 0	F: -4	G: -7	H: -3	I: 0.6

CC(C)CC(=O)NC(=S)Nc1ccccc1N1CCCC1
  A: 1	B: 24	C: i	D: 14	E: 2	F: -2	G: -3	H: 1	I: -0.8

COc1ccc(NC(=O)N(C)C[C@H]2Oc3c(NC(=O)Nc4ccccc4)cccc3C(=O)N([C@H](C)CO)C[C@@H]2C)cc1
  A: 1	B: 10	C: i	D: 18	E: 1	F: -2	G: -1	H: 5	I: 1.5

CC(=O)c1cccc(NCC(=O)Nc2cccc(S(=O)(=O)N3CCCCC3)c2)c1
  A: 0	B: 0	C: i	D: 3	E: 4	F: 3	G: -2	H: 6	I: 0.3

O=[N+]([O-])c1cc(C(F)(F)F)ccc1NCCOc1ccccc1
  A: 2	B: -4	C: i	D: 37	E: -7	F: 0	G: -6	H: 15	I: 1.0

CC1=CCC2C(=O)N(c3ccc(OC(=O)c4ccco4)cc3)C(=O)C2C1 (configuration not stated)
  A: -2	B: -1	C: i	D: 3	E: 9	F: -5	G: -6	H: 0	I: 0.9

Part of the list above in order of length of the SMILES, low to high.
Key to letters – A = Rin1 Abl inh; B = PABP1 MLLE inh; C = Rpn11 inh; D = FAS-TE inh; E = CSN deneddyl inh; F = E coli Lon inh; G = bovine MsrA act; H = MT1-MMP act inh; I = MsrA inhibitor
CC(C)CC(=O)NC(=S)Nc1ccccc1N1CCCC1
  A: 1	B: 24	C: i	D: 14	E: 2	F: -2	G: -3	H: 1	I: -0.8

CCOc1ccc(-c2nnc(N(CC)C(=O)C3CCC3)s2)cc1
  A: -1	B: 21	C: i	D: 21	E: 0	F: -4	G: -7	H: -3	I: 0.6

O=[N+]([O-])c1cc(C(F)(F)F)ccc1NCCOc1ccccc1
  A: 2	B: -4	C: i	D: 37	E: -7	F: 0	G: -6	H: 15	I: 1.0

CC1=CCC2C(=O)N(c3ccc(OC(=O)c4ccco4)cc3)C(=O)C2C1 (configuration not stated)
  A: -2	B: -1	C: i	D: 3	E: 9	F: -5	G: -6	H: 0	I: 0.9

CC(=O)c1cccc(NCC(=O)Nc2cccc(S(=O)(=O)N3CCCCC3)c2)c1
  A: 0	B: 0	C: i	D: 3	E: 4	F: 3	G: -2	H: 6	I: 0.3
